Bioassay records: PubChem BioAssay, several laboratories
rCAG RNA binder = binds r(CAG) RNA repeats. 1.3% of 370,000 active. AID 651821. r(CAG) RNA repeat, TO-PRO-1 dye displacement fluorescence. inhibition, % at 3 µM;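 active = inhibition above the plate cutoff, the mean of all test compounds on that plate plus 3 SD, cut at about 35% in these data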;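 note: 0% = DMSO alone and 100% = 100 µM mitoxantrone as full dye displacement; higher means more dye released from RNA so lower well fluorescence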
UHRF1 MBD2 ctr = human UHRF1 methylated DNA binding inhibitors; Q96T88; UHRF1 binding to methylated oligo, TR-FRET; inhibition, % at 4.4 µM; 0.75% of 370,000 active; AID 687016; in the data active = inhibition above about 21%;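 note: UHRF1 SRA domain binding a hemimethylated CpG hairpin DNA probe; 0% = median of test compound wells and 100% = reference inhibitor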
LEDGF integ inh = blocks HIV-1 LEDGF/p75-dependent DNA integration; 0.64% of 370,000 active; TR-FRET IN-LEDGF/p75 DNA integration, Eu/Cy5; inhibition, % at 3.7 µM; AID 743269;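 active = inhibition above the screen-wide mean plus 3 SD, cut at about 13% in these data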;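 note: signal is the Cy5 over europium emission ratio at 671 and 618 nm; 0% = plate median of compound wells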
MBD2 inh = inhibitors of human MBD2 binding to methylated oligonucleotide | Q9UBB5 | TR-FRET | inhibition, % at 4.4 µM | 0.31% of 370,000 active; in the data active = inhibition above about 13%
NR1D1 modulator = modulators of human Rev-erb alpha DNA binding | Rev-erbα–FITC-DNA binding, fluorescence polarization, 90 min | P20393 | 0.79% of 370,000 active | activity, % at 10 µM;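 active = activity above about 14%, limit read from the data; passing the limit was not always enough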;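 note: 0% = DMSO wells with 35 nM protein and 100% = DMSO wells with 750 nM protein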
Target sequence (P20393 whole entry, looked up): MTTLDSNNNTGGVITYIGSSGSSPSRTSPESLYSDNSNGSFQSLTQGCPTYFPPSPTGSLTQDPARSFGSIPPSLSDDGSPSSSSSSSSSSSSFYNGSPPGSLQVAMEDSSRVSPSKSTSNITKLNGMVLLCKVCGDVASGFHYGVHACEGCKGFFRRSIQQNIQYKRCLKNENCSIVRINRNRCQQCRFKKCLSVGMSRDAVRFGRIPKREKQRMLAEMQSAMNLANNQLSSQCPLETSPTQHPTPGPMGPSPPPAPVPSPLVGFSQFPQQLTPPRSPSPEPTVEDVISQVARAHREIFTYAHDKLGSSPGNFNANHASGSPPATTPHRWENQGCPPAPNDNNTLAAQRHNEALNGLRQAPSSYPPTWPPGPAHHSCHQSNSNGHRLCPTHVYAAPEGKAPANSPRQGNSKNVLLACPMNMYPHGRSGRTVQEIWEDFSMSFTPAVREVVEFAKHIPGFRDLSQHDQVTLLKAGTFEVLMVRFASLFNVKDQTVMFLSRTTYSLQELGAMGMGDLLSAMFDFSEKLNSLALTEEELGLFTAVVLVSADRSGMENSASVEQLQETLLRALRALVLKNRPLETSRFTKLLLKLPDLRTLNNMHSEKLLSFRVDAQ
PRMT1 inh = blocks human protein arginine methyltransferase 1 | Q99873 | AID 652257 | 1.3% of 370,000 active | recombinant PRMT1, activity-based probe fluorescence polarization | inhibition, % at 2.79 µM;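 active = inhibition above about 21% made by adding two undisclosed values, limit read from the data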
mABHD4 FP = inhibits mouse alpha/beta hydrolase domain 4 | purified mABHD4, FP-Rh probe fluorescence polarization | Q8VD66 | AID 720543 | 0.54% of 370,000 active | inhibition, % at 8.92 µM;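 active = inhibition exceeding the mean over every tested compound plus 3 SD, cut at about 30% in these data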;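 note: 0% = plate median of compound wells and 100% = S159A mutant with DMSO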
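Test system: mouse ABHD4 enzyme, wild type. Reagent: FP-Rh fluorescent activity-based probe, added after compound pre-incubation. Timing: pre-incubation 45 min, probe exposure 60 min, at 25 °C. Technique: FP readout, ex 525 nm / em 598 nm. Benchmarks: high control S159A mutant with DMSO, low control median of compound wells.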
TCR-CD3 inh = human TCR-CD3 binding inhibition. 0.37% of 360,000 active. TAMRA-labeled TCR probe fluorescence, biochemical. inhibition, % at 9.4 µM; in the data active = inhibition above about 19%;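 note: recombinant mutant TCR 2C K166C tagged with TAMRA read by polarization; 0% = receptor in buffer alone and 100% = receptor with positive control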
HTRA1 inh = blocks human HTRA1 serine peptidase | AID 504803 | 0.5% of 340,000 active | Q92743 | recombinant HTRA1, FP-rhodamine activity-based probe, fluorescence polarization | inhibition, % at 5.96 µM; in the data active = inhibition above about 36%;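 note: 0% = enzyme with DMSO and 100% = wells lacking enzyme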
Target sequence (Q92743 whole entry, looked up): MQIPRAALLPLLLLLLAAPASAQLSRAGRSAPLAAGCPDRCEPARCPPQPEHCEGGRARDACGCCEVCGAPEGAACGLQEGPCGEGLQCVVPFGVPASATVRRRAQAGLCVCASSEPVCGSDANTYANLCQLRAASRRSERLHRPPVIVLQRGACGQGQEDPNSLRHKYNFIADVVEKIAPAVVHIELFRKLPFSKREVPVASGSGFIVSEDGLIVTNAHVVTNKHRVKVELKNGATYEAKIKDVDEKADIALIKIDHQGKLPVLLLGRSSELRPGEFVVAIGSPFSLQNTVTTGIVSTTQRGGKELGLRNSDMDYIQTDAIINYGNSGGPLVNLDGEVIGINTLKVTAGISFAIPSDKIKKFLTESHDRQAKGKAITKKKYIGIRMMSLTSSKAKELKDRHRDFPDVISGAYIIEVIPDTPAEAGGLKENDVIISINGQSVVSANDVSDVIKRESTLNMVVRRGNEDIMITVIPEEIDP
PG9 binder = small molecules binding HIV-1 gp120 antibody PG9; TR-FRET gp120-PG9 antibody binding; inhibition, % at 6.7 µM; 0.43% of 360,000 active; in the data active = inhibition above about 8.5%
* hit, by the source's call; . = no result given. An excerpt; the hit share may differ from the screen's.

SMILES	rCAG RNA binder	UHRF1 MBD2 ctr	LEDGF integ inh	MBD2 inh	NR1D1 modulator	PRMT1 inh	mABHD4 FP	TCR-CD3 inh	HTRA1 inh	PG9 binder
O=C(NCC1CCN(C(=O)C(=O)c2cccs2)CC1)c1ccc2c(c1)OCO2	2	8	-2	0	3	-2	0	3	.	-0.9
O=C(Nc1ccnn1C1CCN(Cc2cccc(OCCO)c2)CC1)C1CC1	-4	0	-1	-1	-1	-3	4	7	-1	0.1
C=CCc1ccc(OC(=O)NC2CCCCC2)c(OC)c1	-3	1	1	0	1	-4	3	-1	1	0.4
Cc1c(NC(=S)NC(=O)C(C)(C)C)cccc1[N+](=O)[O-]	-5	-1	-1	0	0	-3	-3	3	-2	-0.9
CN1C(=O)/C(=C2\SC(N)=NC2=O)c2ccccc21	1	-12	4	-9	2	1	-2	-3	0	-5.6
COC(=O)c1ccc(CN2CCN(C3CCCC3)C(CCO)C2)cc1 (stereo unspecified)	-3	1	6	5	2	-3	-6	2	1	0.5
CCN1CCc2c(OCc3ccc(C)cc3)cccc2C1=O	0	-2	-3	-3	-7	1	4	2	1	1.3
Cc1ccc2c(CN3CCCCC3)cc(=O)oc2c1	-2	-1	1	3	7	2	-1	-3	-5	-0.3
CC(C)c1cccc(-c2csc(C(C)(O)c3ccncc3)n2)c1 (stereo unspecified)	1	0	-2	-4	2	-1	-17	0	.	1.1
C=CCn1c(SCc2c(C)noc2C)nc2sc(C)c(C)c2c1=O	1	12	1	2	5	-1	0	4	-1	1.1
COC(=O)c1ccc(NC(=O)C2CCCN2C(=O)Nc2cccc(C(C)=O)c2)cc1 (stereo unspecified)	-1	0	6	-7	-4	-1	2	6	0	-1.6
Cc1ccc(CNC(=O)c2ccc(NC3=NC4CS(=O)(=O)CC4S3)cc2)cc1 (stereo unspecified)	0	0	-1	2	7	-1	2	-6	1	-1.0
O=C(COC(=O)C1CC1)NCCc1ccccc1	2	-2	3	-8	0	-2	7	0	4	-0.4
O=C(O)c1ccccc1NC(=S)NC(=O)c1cccc2ccccc12	10	0	4	0	4	-3	3	-4	1	0.2
Cc1ccc2c(c1)N(CC(=O)NCCCN1CC(C)CC(C)C1)C(=O)c1cccnc1O2 (stereo unspecified)	-4	0	5	0	-2	0	1	2	-1	-1.4
O=C(c1ccccc1)N1CCCCC1	3	1	2	-2	-2	-4	-6	-13	2	-1.1
COc1cc2ccccc2cc1C(=O)NC(=S)Nc1ccc(C(=O)O)cc1	10	0	1	-1	0	1	-13	3	-3	-1.1
CC(C)Oc1ccc2c3c(c(=O)oc2c1)CCC3	-4	-1	-1	-9	1	1	2	8	2	-0.5
CC1CN(CC(O)c2ccc(Br)cc2)CCO1 (stereo unspecified)	1	2	1	2	5	1	-1	-1	2	-2.0
CCCCCCCCN1C(=O)[C@H](CC(=O)NCCCCc2ccccc2)C[C@@]2(C(=O)OC)CCCCC=C12	2	-1	0	4	6	0	3	3	.	-0.1
CC(=O)N/C(=C\c1ccccc1)C(=O)N1CCOCC1	0	6	-3	9	0	0	-6	-7	10	-0.3
CC1Cc2cc(S(=O)(=O)N3CCCCC3C)ccc2N1C(=O)C1CCC1 (stereo unspecified)	-5	0	2	-3	2	3	4	1	-13	-1.0
Cc1ccc(C(=O)COC(=O)CCC(=O)NC2CCCCC2)cc1[N+](=O)[O-]	-5	0	-4	4	1	1	4	0	-2	-1.3
CCC(=O)Nc1ccc(N2CCCCC2)c(C(=O)Nc2ccc(OC)cc2)c1	-4	1	-3	0	0	2	22	-9	-18	-0.8
CCOc1ccc(NC(=O)CS(=O)(=O)c2cn(CC)c3ccccc23)cc1	1	1	0	1	0	4	-3	2	-1	-1.1
COC(=O)c1ccc(NC(=O)N2CCOCC2)cc1	1	5	1	-4	2	-2	2	-1	11	0.3
Cc1ccc(-n2c(SCC(=O)NCc3ccco3)nnc2-c2cccnc2)cc1	-6	10	-1	0	3	0	9	-6	3	-1.3
CCCNC(=O)c1ccccc1NC(=O)c1ccc(CSc2ccccc2)cc1	6	2	1	0	1	-1	-10	-5	-93	-1.7
CCOc1ccc(NC(=O)C2CCN(C(=O)N3CCOc4ccccc43)CC2)cc1	0	1	3	-1	-1	-2	-1	1	-2	-2.0
O=C(COc1cccc(F)c1)NNC(=O)c1cccc(-n2cccc2)c1	18	4	-5	5	-3	2	1	3	-10	5.4
CCc1nnc(NC(=O)Cc2sc(C)nc2-c2ccc(C)cc2)s1	-3	0	2	-3	-4	-2	0	3	-4	-0.7
CC(C)C(NC(=O)OC(C)(C)C)C(=O)NC(CCC(=O)OCc1ccccc1)C(N)=O (stereo unspecified)	-8	2	-5	0	7	5	4	-5	6	0.3
Cc1cc(=O)nc2c3ccccc3n(C(C)C(=O)Nc3cc(F)ccc3F)n12 (stereo unspecified)	0	0	3	1	-2	-3	-4	8	-12	-1.3
O=C(Nc1ccccc1Cl)c1cc(C2CCCN(C(=O)c3ccc4c(c3)CCO4)C2)on1 (stereo unspecified)	1	-1	2	0	3	-3	-5	2	.	-1.4
CCN(CC)C(=O)c1c(NC(=O)c2ccccc2)sc(C)c1C	-7	6	0	4	-5	0	5	-3	4	-0.4
CCN(CC(=O)Nc1c(F)cccc1F)C(=O)c1ccc(=O)[nH]c1	-3	0	-1	2	0	2	7	2	-2	2.2

Reprinted from the part before: five compounds; new compounds follow.
SMILES	rCAG RNA binder	UHRF1 MBD2 ctr	LEDGF integ inh	MBD2 inh	NR1D1 modulator	PRMT1 inh	mABHD4 FP	TCR-CD3 inh	HTRA1 inh	PG9 binder
CC(C)C(NC(=O)OC(C)(C)C)C(=O)NC(CCC(=O)OCc1ccccc1)C(N)=O (stereo unspecified)	-8	2	-5	0	7	5	4	-5	6	0.3
Cc1cc(=O)nc2c3ccccc3n(C(C)C(=O)Nc3cc(F)ccc3F)n12 (stereo unspecified)	0	0	3	1	-2	-3	-4	8	-12	-1.3
O=C(Nc1ccccc1Cl)c1cc(C2CCCN(C(=O)c3ccc4c(c3)CCO4)C2)on1 (stereo unspecified)	1	-1	2	0	3	-3	-5	2	.	-1.4
CCN(CC)C(=O)c1c(NC(=O)c2ccccc2)sc(C)c1C	-7	6	0	4	-5	0	5	-3	4	-0.4
CCN(CC(=O)Nc1c(F)cccc1F)C(=O)c1ccc(=O)[nH]c1	-3	0	-1	2	0	2	7	2	-2	2.2
Nc1sc2c([n+]1CCCS(=O)(=O)[O-])CCCC2	1	-3	2	-5	-2	1	-3	10	7	-1.4
O=C(Nc1cccc2c1N(C(=O)c1ccco1)CCC2)c1ccco1	0	-1	2	-2	2	1	4	2	7	0.8
O=C(CCn1nc(-c2ccccc2)c2ccccc2c1=O)Nc1cccnc1	-1	1	0	-3	0	0	-8	4	1	-3.0
O=C(Nc1ccc2c(c1)OCO2)c1cc(C2CCCN(C(=O)CCCc3ccccc3)C2)on1 (stereo unspecified)	5	2	0	10	-2	4	-15	-2	.	1.0
COc1ccc(N(C(=O)CNC(=O)c2ccco2)C(C(=O)NCC2CCCO2)c2ccccc2)cc1OC (stereo unspecified)	-1	-1	-3	1	-4	-2	4	10	2	-2.0
COc1ccc(/C=N/NC(=O)CCCC(=O)NC2CCCCC2)cc1	-4	0	4	-2	-4	-4	5	2	1	0.6
O=C(N/N=C/c1cccnc1)c1ccc2c(c1)OCO2	-1	-3	2	-3	-5	-2	7	0	4	-2.4
CCCCCCNC(=O)CCc1nc2cccnc2n1Cc1ccc(OC)cc1	-10	-1	5	-1	-5	-2	5	6	-1	-0.6
O=C(O)CCn1ccc2cc(S(=O)(=O)N3CCCCCC3)ccc21	9	-1	2	1	-11	-6	-1	-3	2	-2.0
O=C(Cc1n[nH]c(=O)c2ccccc12)Nc1cccc(S(=O)(=O)N2CCCC2)c1	7	16	0	6	-2	-3	4	0	-7	1.3
CC(Nc1ccccc1)c1cccnc1 (stereo unspecified)	-2	2	5	-6	-1	0	0	2	2	-0.9
S=c1[nH]nc(-c2ccc(Br)cc2)n1-c1ccc(Br)cc1	12	-3	-3	-6	-5	7	0	0	4	1.3
CCC(=O)N(Cc1cc2ccc(C)cc2n2nnnc12)C1CCCCC1	-6	3	0	3	1	-2	1	-6	5	-0.2
CN(c1ccccc1)S(=O)(=O)c1cccc(C(=O)Nc2cccc(C(=O)NC3CC3)c2)c1	4	4	5	2	3	-1	-23	-7	-14	-1.6
CCCCCn1nnnc1C1(C)CCC(=O)N1Cc1ccco1 (stereo unspecified)	9	-1	1	2	5	0	1	5	.	0.5
CCCN(CC(=O)Nc1ccc(Cl)cc1Cl)C(=O)/C=C/c1cccc([N+](=O)[O-])c1	5	1	-5	1	-3	-5	-2	8	-11	-0.6
COc1cc(CNC(=O)c2cc(-c3cc(Cl)ccc3OC)n[nH]2)cc(OC)c1	6	1	1	3	2	4	-24	-4	.	-2.6
CC(=O)Nc1c(-c2ccc(F)cc2)nc2ncccn12	4	2	-4	5	-5	1	-5	.	.	.
CC(=O)/C(=N\Nc1ccccc1)Sc1cccc2cccnc12	1	-2	-2	1	4	-1	-15	-2	-21	0.1
Cc1ccc(NC(=O)Cn2ccc(=O)[nH]c2=O)cc1	1	4	1	-1	-6	-9	-7	-1	2	-0.8
O=C(NCc1cccs1)c1cc(-c2ccccc2)nc2ccccc12	1	1	-2	3	-2	3	-5	-3	-17	-1.6
Cc1ccc(S(=O)(=O)N2CCOCC2)cc1NC(=O)COC(=O)c1ccccc1OCc1c(C)noc1C	-3	0	-1	1	-3	-1	-2	-4	-1	-1.9
COC(=O)c1c(C(=O)OC)c(-c2ccc(OC)cc2)n2c1CCC2	-1	2	-2	-1	-5	1	7	-1	-7	-0.7
c1csc(-c2noc(CN3CCc4sccc4C3)n2)c1	1	-3	-4	-1	0	0	-2	6	-1	0.2
NC1=NS(=O)(=O)NC1c1ccc(F)cc1 (stereo unspecified)	1	2	-2	0	2	4	5	-8	0	0.0
COc1cccc(CNc2nc3nc(C)cc(C)n3n2)c1	-6	-1	4	4	-3	1	2	-1	1	0.6
COc1ccc(C(C)=O)cc1COc1cc(C)c(Cl)c(C)c1	0	-2	2	-2	-2	-5	-4	5	.	-1.8
O=C(N/N=C/C(Br)=C/c1ccccc1)c1ccncc1	5	0	6	-2	3	-4	-7	6	4	-2.6
CC(C)Cc1nnc(NC(=O)CCC(=O)NC2CC2)s1	0	1	-1	1	-4	4	2	7	-3	-1.3
Cc1cc(NC(=O)CSc2nnc(C3CC3)n2-c2ccccc2)no1	-4	-1	-1	1	-2	0	2	10	-2	-2.9
Cn1c(=O)c2c(nc(CN3CCN(C(=O)c4ccco4)CC3)n2Cc2cccc(Cl)c2)n(C)c1=O	-3	4	3	5	-4	0	-9	-6	0	2.8
CCn1c(SCC(=O)N2CCCC2)nnc1-c1ccc(S(=O)(=O)N2CCCCCC2)cc1	-6	5	0	1	-1	0	1	2	1	1.7
COc1cc(OC)c(NC2=CC(=O)C(=O)c3ccccc32)cc1Cl	2	-1	3	0	-2	4	6	-6	3	-18
Cc1cc(C)cc(NC(=S)N2CCC(NC(=O)C3CC3)CC2)c1	2	1	3	-2	1	-3	-4	-1	0	-0.2
COc1ccc(C(=O)Nc2ccc(Cl)cc2C(=O)NCc2ccco2)cc1	0	5	8	-5	17	1	-1	-3	-15	11*
O=C(CS(=O)(=O)c1ccc(F)cc1)Nc1nnc(-c2cccs2)o1	4	1	1	-3	-5	-1	6	3	5	-0.1
O=C(Cc1ccc([N+](=O)[O-])cc1)Nc1ccc2c(c1)C(=O)NC2=O	0	-3	0	2	2	0	5	7	0	0.6
